Screening results: PubChem BioAssay, several laboratories
S1P4 antag – blocks the human S1P4 receptor; inhibition, % at 4.98 µM; 220,000 tested, 0.26% active; O95977; S1P4-expressing cells, antagonist mode, reporter read-out; in the data active = inhibition above about 29%;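 also: 0% = wells stimulated with agonist and 100% = vehicle wells without agonist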
Target sequence (O95977 whole entry, looked up): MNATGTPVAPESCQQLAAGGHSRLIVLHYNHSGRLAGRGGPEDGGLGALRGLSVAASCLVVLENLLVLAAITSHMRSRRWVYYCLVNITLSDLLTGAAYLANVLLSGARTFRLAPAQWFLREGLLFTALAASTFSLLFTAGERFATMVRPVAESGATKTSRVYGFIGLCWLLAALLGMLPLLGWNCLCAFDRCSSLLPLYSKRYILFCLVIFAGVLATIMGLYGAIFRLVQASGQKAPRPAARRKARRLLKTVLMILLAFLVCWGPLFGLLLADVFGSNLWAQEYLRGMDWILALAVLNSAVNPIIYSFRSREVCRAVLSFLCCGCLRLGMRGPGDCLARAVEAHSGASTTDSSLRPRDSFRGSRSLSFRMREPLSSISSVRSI
BaF3 tox – reduces parental Ba/F3 cell viability, JAK2V617F counter-screen; CellTiter-Glo ATP luminescence; inhibition, % at 5.6 µM; 220,000 tested, 1.1% active; AID 1486;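 active = inhibition above a per-campaign cutoff, the mean inhibition of all tested compounds plus 3 SD, cut at about 27% in these data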;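 also: 0% = DMSO wells and 100% = JAK Inhibitor I control wells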
RBBP9 inh – human RBBP9 hydrolase inhibition; 220,000 tested, 0.2% active; recombinant RBBP9, FP-Rh probe fluorescence polarization; inhibition, % at 7.94 µM; AID 1515;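 active = inhibition above the campaign mean of all tested compounds plus 3 SD, cut at about 14% in these data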;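 also: plate controls were DMSO wells with RBBP9 for no effect and wells lacking RBBP9 protein for full effect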
Target sequence (O75884 whole entry, looked up): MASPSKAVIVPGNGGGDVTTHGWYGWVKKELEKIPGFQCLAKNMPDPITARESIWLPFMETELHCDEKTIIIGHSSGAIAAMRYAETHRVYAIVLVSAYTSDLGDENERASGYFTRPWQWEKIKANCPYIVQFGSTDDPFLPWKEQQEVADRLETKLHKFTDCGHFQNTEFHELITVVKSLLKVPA
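Controls: DMSO-treated enzyme wells and wells lacking RBBP9 | Material: RBBP9 protein | Technique: Fluorescence polarization | Replication: Single well per compound, no replicates | Buffer or medium: Tris-NaCl-Pluronic buffer, pH 8.0 | Timing: 30 min compound preincubation, 45 min probe labeling, 25 °C | Read-out basis: Percent inhibition from mP, scaled between DMSO and no-protein wells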
NPY1 pot ag – potentiates or activates human NPY-Y1 receptor. activation, % at 3.6 µM. P25929. AID 1304. NPY-Y1 expressing cells, potentiator/agonist activation. 220,000 tested, 0.37% active; in the data active = activation above about 33%, passing the limit was not always enough;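 also: cells stimulated with NPY at EC10 then isoproterenol at EC100; 0% = low agonist plus stimulus and 100% = saturating agonist plus stimulus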
Target sequence (P25929 whole entry, looked up): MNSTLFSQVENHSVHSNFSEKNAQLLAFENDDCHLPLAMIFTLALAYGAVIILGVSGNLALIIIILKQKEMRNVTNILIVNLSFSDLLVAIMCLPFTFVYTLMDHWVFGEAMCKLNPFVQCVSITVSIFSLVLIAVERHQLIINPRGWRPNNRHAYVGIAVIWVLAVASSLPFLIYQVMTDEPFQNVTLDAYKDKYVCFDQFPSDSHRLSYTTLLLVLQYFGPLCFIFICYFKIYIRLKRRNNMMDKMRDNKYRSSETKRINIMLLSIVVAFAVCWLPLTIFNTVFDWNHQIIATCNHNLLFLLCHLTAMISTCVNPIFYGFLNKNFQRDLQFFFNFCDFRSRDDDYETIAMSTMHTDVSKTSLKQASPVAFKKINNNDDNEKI
Runt-CBFb FRET – inhibitors of human RUNX1 Runt domain binding to CBFb | Q01196+Q13951 | Cerulean-Runt/Venus-CBFb FRET ratio 530/480, 1 h | inhibition, % at 20 µM | 220,000 tested, 0.46% active | AID 1496;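 active = inhibition over about 50% at 20 µM in the single-dose screen, limit read from the data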;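 also: 0% = DMSO wells and 100% = excess unlabeled CBFb competitor control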
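test system = Cerulean-Runt domain fusion protein, energy donor | probe or stimulus = Venus-CBFb binding partner, 100 nM | incubation = two 1 h room-temperature incubations shielded from light | detection = fluorescence energy transfer, 422 nm excitation, 530/480 nm emission | measure = loss of energy transfer signal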
S1P4 ag – human S1P4 receptor agonism; O95977; S1P4-expressing cell line, agonist reporter assay; activation, % at 4.98 µM; 220,000 tested, 0.35% active; in the data active = activation above about 11%;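 also: 0% = DMSO vehicle and 100% = reference agonist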
NPY Y1 blocker – blocks the human neuropeptide Y Y1 receptor; P25929; HEK293-CNG Y1 cells, membrane potential fluorescence; NPY at EC95, then isoproterenol; inhibition, % at 3.6 µM; 200,000 tested, 1% active;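 active = inhibition above the campaign mean inhibition of all tested compounds plus 3 SD, cut at about 20% in these data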;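 also: 0% = DMSO wells given NPY plus isoproterenol and 100% = isoproterenol alone without NPY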
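Material: HEK293 cells co-expressing NPY Y1 receptor and cyclic-nucleotide gated channel. Timing: compound incubation 1 h at room temperature, readout 45 min post-stimulation. Signal: fluorescence, membrane potential probe.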
NPY-Y2 PAM-ag – potentiators or agonists of human neuropeptide Y receptor Y2 | P49146 | cells expressing NPY-Y2, potentiator/agonist read-out | activation, % at 3.6 µM | 220,000 tested, 0.45% active | AID 1359; in the data active = activation above about 27%;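 also: cells stimulated with NPY near EC25 plus isoproterenol at EC100; 0% = vehicle plus submaximal agonist and 100% = vehicle plus saturating agonist; some results beyond the cut were filed as inactive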
Ba/F3 V617F tox – loss of viability in JAK2V617F-driven Ba/F3 cells; Ba/F3 EpoR-JAK2V617F viability, ATP luminescence; inhibition, % at 5.6 µM; 220,000 tested, 1.1% active;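 active = inhibition above the campaign mean plus 3 SD over all tested compounds, cut at about 24% in these data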;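 also: cytokine-independent growth of Ba/F3 cells driven by EpoR plus mutant JAK2; 0% = DMSO-treated cells and 100% = JAK inhibitor I control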
* = called active by the depositor; . = no result given.

SMILES	S1P4 antag	BaF3 tox	RBBP9 inh	NPY1 pot ag	Runt-CBFb FRET	S1P4 ag	NPY Y1 blocker	NPY-Y2 PAM-ag	Ba/F3 V617F tox
CC(=O)Nc1sc(C)c(C)c1C(=O)OCC(=O)N(CC(C)C)C1CCS(=O)(=O)C1 (centres undefined)	-9	3	-13	2	-2	0.1	1	-5	-3
Cn1c(=O)c2c(nc(SCC(=O)O)n2Cc2cc3c(cc2Cl)OCO3)n(C)c1=O	-18	3	-2	13	5	-1.3	-1	-7	-1
O=C(NC(=S)Nc1ccc(C(F)(F)F)cc1)c1csnn1	-6	2	-9	-26	0	0.1	-7	-3	-4
Cc1occc1C(=O)O/N=C(\N)c1ccccc1	-5	-4	1	11	1	-0.5	.	-8	5
CC(=O)CSc1nnc(-c2ccncc2)n1C	-6	3	4	-14	1	1.2	1	4	-3
O=C(CN(CC1CCCO1)C(=O)CCC(=O)Nc1nccs1)NCc1ccccc1 (centres undefined)	5	1	3	-16	0	2.9	-5	-5	-1
CC(C)OP(=O)(c1ccc(N(C)C)cc1)C(O)c1c(Cl)cccc1Cl (centres undefined)	1	3	-6	-4	0	1.8	1	1	1
O=C1CCC(C(=O)Nc2cccc(S(=O)(=O)N3CCOCC3)c2)N1 (centres undefined)	-12	6	0	4	-1	-2.4	5	-9	4
CCN(CC)S(=O)(=O)c1cc(C(=O)O)c(Cl)cc1Cl	-14	1	-1	-15	3	-5.8	1	19	-4
CCCCn1nnnc1SCC(=O)Nc1ccc(N(C)C)cc1	-14	4	-2	-33	8	1.3	10	-14	-2
CN(c1ccc(C(=O)NCc2ccc3c(c2)OCO3)cc1)S(C)(=O)=O	-41	5	-1	-14	0	0.5	0	0	2
CNC(=O)Nc1ccccc1C(=O)Nc1ccccc1	-1	-6	2	-14	0	-0.8	.	7	-1

12 of the compounds above, as a markdown table:
| Molecule | S1P4 antag | BaF3 tox | RBBP9 inh | NPY1 pot ag | Runt-CBFb FRET | S1P4 ag | NPY Y1 blocker | NPY-Y2 PAM-ag | Ba/F3 V617F tox |
| --- | --- | --- | --- | --- | --- | --- | --- | --- | --- |
| CC(=O)Nc1sc(C)c(C)c1C(=O)OCC(=O)N(CC(C)C)C1CCS(=O)(=O)C1 (centres undefined) | -9 | 3 | -13 | 2 | -2 | 0.1 | 1 | -5 | -3 |
| Cn1c(=O)c2c(nc(SCC(=O)O)n2Cc2cc3c(cc2Cl)OCO3)n(C)c1=O | -18 | 3 | -2 | 13 | 5 | -1.3 | -1 | -7 | -1 |
| O=C(NC(=S)Nc1ccc(C(F)(F)F)cc1)c1csnn1 | -6 | 2 | -9 | -26 | 0 | 0.1 | -7 | -3 | -4 |
| Cc1occc1C(=O)O/N=C(\N)c1ccccc1 | -5 | -4 | 1 | 11 | 1 | -0.5 | . | -8 | 5 |
| CC(=O)CSc1nnc(-c2ccncc2)n1C | -6 | 3 | 4 | -14 | 1 | 1.2 | 1 | 4 | -3 |
| O=C(CN(CC1CCCO1)C(=O)CCC(=O)Nc1nccs1)NCc1ccccc1 (centres undefined) | 5 | 1 | 3 | -16 | 0 | 2.9 | -5 | -5 | -1 |
| CC(C)OP(=O)(c1ccc(N(C)C)cc1)C(O)c1c(Cl)cccc1Cl (centres undefined) | 1 | 3 | -6 | -4 | 0 | 1.8 | 1 | 1 | 1 |
| O=C1CCC(C(=O)Nc2cccc(S(=O)(=O)N3CCOCC3)c2)N1 (centres undefined) | -12 | 6 | 0 | 4 | -1 | -2.4 | 5 | -9 | 4 |
| CCN(CC)S(=O)(=O)c1cc(C(=O)O)c(Cl)cc1Cl | -14 | 1 | -1 | -15 | 3 | -5.8 | 1 | 19 | -4 |
| CCCCn1nnnc1SCC(=O)Nc1ccc(N(C)C)cc1 | -14 | 4 | -2 | -33 | 8 | 1.3 | 10 | -14 | -2 |
| CN(c1ccc(C(=O)NCc2ccc3c(c2)OCO3)cc1)S(C)(=O)=O | -41 | 5 | -1 | -14 | 0 | 0.5 | 0 | 0 | 2 |
| CNC(=O)Nc1ccccc1C(=O)Nc1ccccc1 | -1 | -6 | 2 | -14 | 0 | -0.8 | . | 7 | -1 |

Other results
SMILES	S1P4 antag	BaF3 tox	RBBP9 inh	NPY1 pot ag	Runt-CBFb FRET	S1P4 ag	NPY Y1 blocker	NPY-Y2 PAM-ag	Ba/F3 V617F tox
CSc1ccccc1NC(=O)COc1ccccc1C	-2	5	2	-6	-3	1.4	7	-8	4
Oc1ccccc1C1CC(c2cccs2)=NC(c2ccc(Cl)cc2)N1 (centres undefined)	46*	3	-8	10	3	-0.3	-3	1	1
COc1ccc(C(=O)CSc2nnc(CNc3nc(-c4ccccc4)cs3)n2C)cc1	-8	1	-8	-6	0	2.4	3	-10	0
CN1C(=O)C(CC(=O)Nc2ccc(F)cc2)N(Cc2cccs2)C1=S (centres undefined)	0	-1	-2	33	1	-0.8	.	3	-6
COc1cc(/C=C/C(=O)OCC(=O)NCCC2=CCCCC2)ccc1O	6	4	-10	5	15	0.5	-2	-17	0
Cc1ccc(NC(=O)CN2C(=O)NC3(CCCc4ccccc43)C2=O)cc1S(=O)(=O)N1CCOCC1 (centres undefined)	-20	0	5	13	0	1.4	12	12	-3
CCC1CC2(C)NC(=O)c3c(sc4c3CC(C)(C)OC4)N2C1=O (centres undefined)	-21	0	-2	11	30	0.4	-9	9	-4
N#Cc1cc2c(nc1SCC(=O)Nc1nccs1)CCCCC2	-13	3	-5	-6	8	2.5	-3	0	2
CN=C1C([N+](=O)[O-])=CC=C2C1=NC1(CCCCC1)N2O	-12	5	-6	-14	2	-1.8	4	14	2
O=C(NCCC1=CCCCC1)N[C@@H](Cc1ccccc1)C(=O)O	4	10	-6	-21	-2	-1.8	0	-2	2
Cc1nc2cc(N3CCN(C)CC3)c(NC(=O)Cc3ccccc3)cc2c(=O)n1Cc1ccccc1	4	7	-9	-4	-2	0.3	8	-14	3
CCOC(=O)c1cnc(SCC(=O)Nc2ccc(NC(C)=O)c(OC)c2)nc1N	3	7	-9	-19	0	-0.4	6	11	-2

The final 2 compounds of the section before are carried over, then new ones follow.
SMILES	S1P4 antag	BaF3 tox	RBBP9 inh	NPY1 pot ag	Runt-CBFb FRET	S1P4 ag	NPY Y1 blocker	NPY-Y2 PAM-ag	Ba/F3 V617F tox
Cc1nc2cc(N3CCN(C)CC3)c(NC(=O)Cc3ccccc3)cc2c(=O)n1Cc1ccccc1	4	7	-9	-4	-2	0.3	8	-14	3
CCOC(=O)c1cnc(SCC(=O)Nc2ccc(NC(C)=O)c(OC)c2)nc1N	3	7	-9	-19	0	-0.4	6	11	-2
COc1ccc(NC(=O)c2c(NC(=O)CCC(=O)O)sc(-c3ccccc3)c2C)cc1	-14	0	-2	-5	13	-1.6	12	-18	-6
CCn1c(SCC(=O)Nc2nc(-c3ccccc3)cs2)nnc1-c1ccccc1O	-6	5	-19	14	2	-1.3	-6	0	-1
CC(C1CC2CCC1C2)N1CC(O)=C(c2nc3ccccc3[nH]2)C1=N (centres undefined)	20	-3	-7	-14	1	-2.4	.	3	1
Cc1nn(C)c(C)c1CN(C)C(=O)c1cc2n(n1)C(C(F)(F)F)CC(c1cccs1)N2 (centres undefined)	-8	5	-9	11	-13	1.5	-5	5	0
CC1(C)CC(=O)c2cnc(NC(=O)CSc3nc4ccccc4o3)nc2C1	-12	1	-5	-6	0	3.5	3	14	-6
COc1ccc(C(=O)c2sc(Nc3ccccc3)c(C(=O)Nc3ccc(OC)c(OC)c3)c2N)cc1	13	5	1	17	23	0.3	-8	-4	2
CC(Oc1ccc(Cl)cc1Cl)C(=O)N/N=C1\CCCc2ccccc21 (centres undefined)	4	5	-1	-1	0	1.5	-5	-6	1
COc1ccc(CC(=O)c2ccccc2C(=O)O)cc1	3	3	-1	-28	-3	-0.3	2	4	-3
CN(C)c1cccc(NC(=O)C2(C)CC2(Cl)Cl)c1 (centres undefined)	0	7	-3	14	1	-1.3	2	7	-2
CCc1ccc(NC(=O)Cn2c(SC)nc3ccccc32)cc1	-6	4	-2	-3	-4	-0.6	-6	6	-2
CSc1nnc2c(n1)OC(c1ccccn1)N(C(C)=O)c1ccccc1-2 (centres undefined)	0	5	-1	-6	-1	-0.4	-5	-2	-1
COc1ccccc1NC(=S)N/N=C1\CC(C)(C)Oc2ccc(O)cc21	-22	5	2	-2	2	-1.1	0	-2	2
CCCCC(=O)Nc1nn(C)c2nc3c(C)cccc3cc12	6	5	6	-1	22	1.5	0	-5	1
COC(=O)c1cn(CC(=O)N2C(C)CCCC2C)c2ccccc12 (centres undefined)	-6	-1	1	6	-3	-0.1	-4	12	-4
Cc1ccc(NC(=O)C/C(N)=N/OC(=O)c2ccccc2)cc1	-2	6	-5	7	0	1.5	9	-2	3
CC(C)CCNC(=O)C1CCN(c2nc3ccccc3o2)CC1	-5	2	5	28	-2	1.0	5	12	-1
O=C1CN(C(=O)c2cc([N+](=O)[O-])ccc2Cl)C(c2ccccc2)c2cc(F)ccc2N1 (centres undefined)	-10	4	-8	7	-1	3.5	0	13	-1
Nn1c(-c2ccccn2)nnc1-c1ccccn1	-21	5	-3	-14	-2	-0.8	-8	1	-2
COc1cccc(-c2cc3c(-n4cccc4)ncnc3o2)c1	5	9	-15	-54	-3	-0.8	13	-13	0
CC(=O)NC1=NN(c2ccccc2)C(=O)C1	-7	3	2	16	.	1.0	3	-4	6
CC1=CC(=C2C=CC(=O)C=C2)C=C(C)N1C	-3	60*	-5	-2	2	0.9	.	11	73*
C=CCNc1oc(-c2cccc3ccccc23)nc1C#N	-16	0	0	-18	0	0.2	4	-14	-3
Clc1ccccc1-c1nc2ccccc2c2nc3ccccc3n12	-22	11	-5	-9	-4	1.2	0	-4	3
Cc1cc(C)c(C#N)c(SCc2ccccc2C(=O)O)n1	4	4	-1	14	1	0.5	-5	-10	1
CCOc1ccc(S(=O)(=O)NCc2ccco2)c2ccccc12	6	3	-3	20	4	0.5	0	4	-1
COc1ccc(C)c2sc(=NC(=O)C(C)C)n(C)c12	1	4	-6	-8	-1	-2.4	-1	-24	3
Cc1cc(NC(=O)CSc2nc(-c3ccccc3)cs2)no1	-12	5	-6	-29	-2	-2.2	1	-10	0
COC(=O)c1[nH]c2cc(OC)c(OC)cc2c1NC(=O)Oc1ccccc1	-2	0	9	20	-11	-2.4	2	6	-3
CCOC(=O)C(C)(C)N(Cc1ccccc1C)S(=O)(=O)c1ccc(Cl)c([N+](=O)[O-])c1	1	3	-5	3	10	1.2	2	-5	10
CC(=O)c1c(C)oc2c1cc(O)c1ccccc12	-6	0	-12	5	0	0.4	.	-8	3
CCOC(=O)c1cc(C#N)c(N2CCNCC2)nc1C(F)(F)F	10	3	-2	-27	-2	1.1	.	0	0
Cc1cccc(NC(=S)NCCc2ccccn2)c1	-1	-2	-4	8	-3	0.6	.	-5	3
CN(CC(=O)Nc1ccc(Cl)cc1)CC(=O)Nc1ccc(F)c(F)c1F	-3	2	-8	10	0	1.8	1	10	0
C#C[C@]1(O)CC[C@H]2[C@@H]3CCc4cc(OC5CCCC5)ccc4[C@H]3CC[C@@]21C	-14	-3	-6	-14	-3	1.5	7	2	-2
COc1cccc(-n2nc(C(=O)O)c3ccccc3c2=O)c1	-18	0	-2	5	0	0.8	6	-9	-4
